Imprint erasure = inducers of genomic imprint erasure in mouse ES cells | mouse ES Peg3-LacZ reporter, beta-gal luminescence, 40 h | Potency, µM (titrated, usually from 60.7 µM), inactives show top-dose activity change, positive = activation, most hits filed as activators | hit rate 0.02% among 110,000;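 further: 0% = negative control wells on the plate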
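Readout: BetaGlo luminescence (5 min, room temp) for LacZ from the normally silent maternal Peg3 allele in female Peg3LacZ-Neo ES cells. Cells 300/well, 40 h, 37C, 5% CO2. Data normalized per plate to negative controls.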
IkB sig inh = IkB pathway inhibition in ABC-DLBCL cells | ABC-DLBCL IkBa-CBG/CBR dual luciferase ratio, 4 h; response scale: scaled: untreated 0%, proteasome inhibitor 100% | Potency, µM (doses to about 57.1 µM), for inactives: at the top dose IkBa stabilization activation | hit rate 0.04% among 110,000 | AID 445; active means well fitted curve in the direction sought with a large enough effect in the signal ratio, not every such curve was filed as active; inconclusive means small, poorly fitted or top-dose-only effect, or a change in a side signal; the % refers to the signal ratio;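 further: the direction sought is a rising ratio; 0% = basal untreated cells and 100% = reference inhibitor full response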
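Curves were fitted separately to fusion (green), unfused (red) and ratio luminescence, then classed by r2, magnitude and activity. Cells: OCI-Ly3, 4 h compound plus doxycycline at 37C; 10 uM MG-132 defined full response.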
p53ts 39C kill = kills p53ts cells at the nonpermissive temperature; H1299-p53A138V viability at 39C, ATP luminescence, 24 h; Potency, µM (highest dose often 46.1 µM), inactives show at the highest dose activity change, negative = cell killing, most hits filed as cytotoxic; hit rate 1.5% among 130,000; AID 902; further: nearly all actives have a fitted effect of over 55% in size
p53ts 32C kill = cytotoxicity in p53ts cells at permissive temperature; Potency, µM (top dose mostly 46.1 µM), for inactives: top-dose activity change, negative = cytotoxicity, usual class: cytotoxic; AID 924; H1299-p53A138V at 32C, ATP luminescence viability, 24 h; hit rate 0.93% among 130,000;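 further: 0% = DMSO and -100% = full killing by reference compound; nearly all actives have a fitted effect of over 55% in size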
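ATP-content luminescence (ATPlite) read-out after 24 h compound exposure at 32C in H1299-p53A138V cells (600/well). Tested up to 46 uM. Normalized to DMSO (0%) and 100 uM tamoxifen (100% killing); Hill-fit AC50.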
Active calls of the source: *; u = inconclusive; x = not tested or not shown; & = joins results of further samples; [ ] = remark or other dose. Unless noted, the call rests on the fitted dose curve; in most records, active means well fitted curve in the direction sought with a large enough effect; inconclusive means small, poorly fitted or top-dose-only effect, or another doubt; inactive means no such curve, though single readings can be large; an effect the other way counts as inactive or inconclusive. Unless noted, on the % scale 0 is the no-effect control and ±100 the full control effect; potency means the concentration at half of the fitted maximal effect. Some of the compounds tested (hit frequency here may not be typical).

The first five records (preview)
Letters – A = Imprint erasure; B = IkB sig inh; C = p53ts 39C kill; D = p53ts 32C kill
CCN1CCN(Cc2ccc(OC(F)(F)F)cc2)CC1
  A: -6%	B: 0.6%	C: 5%	D: 1%
CCC(=Nc1ccc(OC)cc1OC)c1c(O)n(C)c(=O)n(C)c1=O
  A: -11%	B: 0.4%	C: -4%	D: 10%
Nc1cc(Cl)ccc1Cl
  A: 0%	B: 1.5%	C: 5%	D: u
ClC(Cl)(Cl)c1ccccc1
  A: -5%&3%	B: -0.4%&-0.9%	C: -6%&4%	D: 1%&6%[1.84 µM]
c1ccc2c(c1)[nH]c1cnccc12
  A: 11%	B: x	C: 22%	D: 7%

The whole of this part, from the start:
Letters – A = Imprint erasure; B = IkB sig inh; C = p53ts 39C kill; D = p53ts 32C kill
CCN1CCN(Cc2ccc(OC(F)(F)F)cc2)CC1
  A: -6%	B: 0.6%	C: 5%	D: 1%
CCC(=Nc1ccc(OC)cc1OC)c1c(O)n(C)c(=O)n(C)c1=O
  A: -11%	B: 0.4%	C: -4%	D: 10%
Nc1cc(Cl)ccc1Cl
  A: 0%	B: 1.5%	C: 5%	D: u
ClC(Cl)(Cl)c1ccccc1
  A: -5%&3%	B: -0.4%&-0.9%	C: -6%&4%	D: 1%&6%[1.84 µM]
c1ccc2c(c1)[nH]c1cnccc12
  A: 11%	B: x	C: 22%	D: 7%
O=c1cccc2n1CC1CC2CN(Cc2c(Cl)cccc2Cl)C1 (stereo not given)
  A: -3%	B: 1.8%	C: 9%	D: -1%
COC(=O)CC1=C(C(=O)OC)C2(C(=O)Nc3c(C)cccc32)C(C#N)=C(N)O1 (stereo not given)
  A: 8%	B: -0.4%	C: 8%	D: -2%
Fc1ccc(N2CCN(Cc3ccc4c(c3)OCO4)CC2)cc1
  A: -16%	B: -1.8%	C: -7%	D: -3%
c1cc2n(c1)-c1c(ccc3c1OCO3)CNC2c1ccc2c(c1)OCO2 (stereo not given)
  A: -8%	B: -4.1%	C: 5%	D: 4%
COc1cc(C2c3cc4c(cc3C(O)C3COC(=O)C23)OCO4)cc(OC)c1O (stereo not given)
  A: -25%	B: x	C: 2%	D: 0%
COC(=O)c1ccc(NC(=O)c2cccn(Cc3ccccc3C)c2=O)cc1
  A: -2%[10.9 µM]	B: -1.1%	C: -25%	D: 3%
C=CCc1cc(OC)c2c(c1OC)OCO2
  A: 1%	B: x	C: 6%	D: 4%
O=C(Nc1ccccc1)N1CC[C@@]2(CCCN(C(=O)Oc3ccccc3)C2)C1
  A: x	B: -0.3%[11.4 µM]	C: 3%	D: -4%
COC1=CC(=O)O[C@@H](/C=C/c2ccccc2)C1
  A: -33%[inhibitor]	B: -1.5%	C: -7%	D: -5%[1.84 µM]
COC(=O)[C@H]1C(=O)[C@H](C(=O)OC)[C@@H]2CC[C@H]1N2C
  A: -11%[10.9 µM]	B: 0.8%[11.4 µM]	C: 2%[9.22 µM]	D: -2%[9.22 µM]
NCCSC(c1ccccc1)c1ccccc1
  A: -9%[10.9 µM]	B: 1.9%[11.4 µM]	C: 4%[9.22 µM]	D: 0%[9.22 µM]
Oc1cccc(Cl)c1Cl
  A: 1%	B: 1.0%	C: -1%	D: 9%[1.84 µM]
Cc1cc(NC(=O)c2cccn(Cc3cccc([N+](=O)[O-])c3)c2=O)no1
  A: -9%[10.9 µM]	B: -0.5%	C: -18%	D: -2%
CCCCN1C2CCC1CC(OC(c1ccc(F)cc1)c1ccc(F)cc1)C2 (stereo not given)
  A: -29%	B: x	C: 13µM*	D: u
NC(CO)Cc1ccccc1 (stereo not given)
  A: -1%	B: x	C: -10%	D: 3%
O=S(=O)(c1ccc(Cl)cc1)c1ccc(Cl)cc1
  A: -10%&-8%	B: 0.4%&3.4%	C: -4%&1%	D: 14%&-14%[1.84 µM]
CCC(C)C(=O)O[C@@H]1C[C@@]2(C)C(c3ccoc3)OC(=O)CC23OC2(C)O[C@@]14[C@@]1(C)C(CC(=O)OC)C5(C)CC1(O)C(O)(C5OC(=O)C1(C)OC1C)C(OC(C)=O)[C@@]34O2 (stereo not given in full)
  A: -15%	B: x	C: 0%	D: 10%
c1cc(C2N3CCCN2CC3)ccn1 (stereo not given)
  A: 5%[10.9 µM]	B: 0.8%[11.4 µM]	C: -15%[9.22 µM]	D: 1%[9.22 µM]
CC[C@H](C)C(=O)O[C@@H]1[C@H](O)[C@@H]2[C@H](CN3C[C@@H](C)CC[C@@H]3[C@@]2(C)O)[C@@H]2C[C@@]34O[C@@]5(O)[C@@H](OC(=O)[C@](C)(O)CC)CC[C@@]3(C)[C@H]5[C@H](OC(C)=O)[C@@H](OC(C)=O)[C@H]4[C@]12O
  A: -3%[16.8 µM]	B: -0.9%[25.6 µM]	C: 11%[20.6 µM]	D: 6%[20.6 µM]
Cc1ccc(S(=O)(=O)N2CN3CCN(C3)C2)cc1
  A: -5%	B: 6.3%	C: -2%	D: 4%

Three entries out of the list, ordered by number of heavy atoms, largest number first.
Letters – A = Imprint erasure; B = IkB sig inh; C = p53ts 39C kill; D = p53ts 32C kill
COc1cc(C2c3cc4c(cc3C(O)C3COC(=O)C23)OCO4)cc(OC)c1O (stereo not given)
  A: -25%	B: x	C: 2%	D: 0%
COC(=O)[C@H]1C(=O)[C@H](C(=O)OC)[C@@H]2CC[C@H]1N2C
  A: -11%[10.9 µM]	B: 0.8%[11.4 µM]	C: 2%[9.22 µM]	D: -2%[9.22 µM]
NCCSC(c1ccccc1)c1ccccc1
  A: -9%[10.9 µM]	B: 1.9%[11.4 µM]	C: 4%[9.22 µM]	D: 0%[9.22 µM]

(more compounds)
Letters – A = Imprint erasure; B = IkB sig inh; C = p53ts 39C kill; D = p53ts 32C kill
O=c1c2ccccc2nc(/C=C\c2cccc(Br)c2)n1-c1ccc(O)cc1
  A: -3%[10.9 µM]	B: u	C: 25%	D: u
c1ccc(C2CC3CC(c4ccco4)N2O3)cc1 (stereo not given)
  A: 7%	B: 0.4%	C: 4%	D: -3%
COC(=O)COc1cc(C)cc2oc(=O)c3c(c12)CCCC3
  A: -14%	B: -0.4%	C: 2%	D: 8%
CCc1ccccc1NC(=O)CSc1nnc([C@@H](N)Cc2c[nH]c3ccccc23)o1
  A: -11%	B: 14%	C: -5%	D: 0%
Cc1cc2c(s1)NC(=O)CN=C2c1cccs1
  A: -13%	B: 1.2%	C: 7%	D: 3%
O=C1CC2OCC=C3CN4CC[C@@]56c7ccccc7N1C5C2C3CC46 (stereo not given in full)
  A: 0%	B: x	C: 0%	D: -11%
N[C@@H](CCP(=O)(O)O)C(=O)O
  A: -17%[10.9 µM]	B: -0.4%[11.4 µM]	C: -7%	D: -3%[9.22 µM]
C=C(C)c1ccccc1
  A: 3%	B: 0.3%	C: 7%	D: 1%[1.84 µM]
Cc1ccccc1CS(=O)(=O)Cc1ccc(C(=O)N2CCC3(CC2)OCCO3)o1
  A: -20%	B: 0.0%	C: 0%	D: 0%
Cc1cccc(-c2nc(CN3C(=O)CN=C(c4ccccc4)c4ccccc43)c(C)o2)c1
  A: -11%[10.9 µM]	B: u	C: -7%	D: 18%
C=CCn1c(O)c(C(C)=NC2CC2)c(=O)[nH]c1=O
  A: 0%	B: -3.0%	C: 2%	D: 2%
Cc1ccc(O)c(C)c1
  A: 4%	B: 2.3%	C: 1%	D: u
CCCc1cc2c(n1Cc1ccc(C)cc1)C(C)C1CN(C(=O)c3ccccc3)C(C)(C(=O)OC)C21 (stereo not given)
  A: -11%	B: x	C: -4%	D: 15%
COc1ccc(-c2nc(CSCC(=O)N3CCC4(CC3)OCCO4)c(C)o2)cc1OC
  A: -15%	B: 1.2%	C: -9%	D: 9%
Cc1cc(-n2c(/C=C/c3ccc(Br)s3)nc3ccccc3c2=O)ccc1Br
  A: 6%[10.9 µM]	B: u	C: -20%	D: 4%
CC[C@@](O)(C(=O)O)c1cc2n(c(=O)c1CO)Cc1cc3ccccc3nc1-2
  A: 9%[10.9 µM]	B: u	C: 11%[9.22 µM]	D: -3%[9.22 µM]
Cc1ccc(C(=O)Nc2c(C(=O)Nc3ccc(C)c(C)c3)sc3nc(C)cc(C)c23)cc1
  A: -5%[10.9 µM]	B: -0.6%	C: 6.3µM*	D: -24%
CCN=C=NCCCN(C)C
  A: -10%[10.9 µM]	B: -0.3%[11.4 µM]	C: 7%[9.22 µM]	D: -6%[9.22 µM]
O=C(O)CS(=O)(=O)C(c1ccccc1)c1ccccc1
  A: -3%[10.9 µM]	B: 0.5%[11.4 µM]	C: 12%[9.22 µM]	D: 11%[9.22 µM]
C(#CCN1CCOCC1)COCc1ccccc1
  A: -12%	B: -1.4%	C: -5%	D: -1%
CC(C)CCC1(CCN)C(=O)NC(=O)NC1=O
  A: -11%[10.9 µM]	B: -0.1%[11.4 µM]	C: 8%[9.22 µM]	D: 5%[9.22 µM]
O=C(Cn1ncc2ccsc2c1=O)N1CCC2(CC1)OCCO2
  A: -8%	B: -1.3%	C: 0%	D: 1%
N#C/C(N)=C(/N)C#N
  A: 0%	B: 1.8%	C: -8%	D: -20%[1.84 µM]
c1cc(CN2CCC3(CCNCC3)CC2)ccn1
  A: x	B: -3.3%[11.4 µM]	C: 15%	D: 4%
COc1ccccc1-n1c(/C=C/c2ccccc2)nc2ccccc2c1=O
  A: 9%[10.9 µM]	B: u	C: u	D: 12%
O=C1C2CCCN2C(c2cccc(Cl)c2)N1c1ccccn1 (stereo not given)
  A: 14%	B: 0.9%	C: -6%	D: -1%
COC(=O)c1ccccc1C(=O)OC
  A: 7%	B: -1.2%	C: -12%	D: 3%[1.84 µM]
Oc1ccc2c3c1O[C@H]1c4[nH]c5ccccc5c4C[C@]4(O)[C@H](C2)N(CC2CC2)CC[C@@]314
  A: 5%	B: 0.6%&-1.9%	C: u	D: -9%&13%
NC(=O)c1ccc(N)nc1
  A: -25%	B: x	C: -22%	D: -27%
Cc1ccccc1C(=O)Nc1ccc2nc(SCC(=O)N(C)c3ccccc3)sc2c1
  A: -10%[10.9 µM]	B: u	C: u	D: -13%
CC(C)OC(=O)Nc1cccc(Cl)c1
  A: -16%	B: x	C: 8%	D: -2%
COC1CC(OC2CC[C@@]3(C=O)C4CC[C@]5(C)C(C6=CC(=O)OC6)CC[C@@]5(O)C4CC[C@]3(O)C2)OC(C)C1O (stereo not given in full)
  A: -8%	B: x	C: u	D: u
CC(N)Cc1c[nH]c2cc3c(cc12)OCCO3 (stereo not given)
  A: -16%	B: 1.2%	C: -6%	D: -8%
Cc1cccc(OC(=O)N2CCOCC2)c1
  A: -7%	B: -0.7%	C: 5%	D: -8%
N#Cc1ccc(CN2CC[C@@]3(CCCN(C(=O)Oc4ccccc4)C3)C2)cc1
  A: x	B: 1.2%[11.4 µM]	C: -9%	D: 4%
Cc1cc(C)cc(-n2c(/C=C/c3cccc(F)c3)nc3ccccc3c2=O)c1
  A: -19%[10.9 µM]	B: 0.9%	C: -5%	D: 3%
OCc1cnc[nH]1
  A: 1%	B: 1.7%	C: -2%&1%	D: 0%&-19%
Cc1ccc2scc(N3CCN(C)CC3)c(=O)c2c1
  A: -9%[10.9 µM]	B: 1.1%	C: -12%	D: -22%
CCOP(=O)(C#CC(C)(C)C)C(C)(O)c1ccccc1 (stereo not given)
  A: -5%	B: 0.6%	C: -2%	D: 0%
CN(C)N=O
  A: 3%	B: -1.6%	C: 0%	D: -17%[1.84 µM]
CC(C)C1(C)N=C(c2nc3ccccc3cc2C(=O)O)NC1=O (stereo not given)
  A: -11%	B: -0.5%	C: 4%	D: 7%
COc1ccc(C(O)P(=O)(OC2CCCCC2)c2ccc(N(C)C)cc2)cc1OC (stereo not given)
  A: -31%[inhibitor]	B: -7.6%	C: -13%	D: -13%
CCCCn1c(C)c(C(=O)O)c2cc(OC)ccc21
  A: -7%	B: 0.7%	C: 5%	D: 4%
COc1cc(C(c2c(O)c3ccccc3oc2=O)c2c(C)n(C)n(-c3ccccc3)c2=O)ccc1OCC(=O)O (stereo not given)
  A: -8%[10.9 µM]	B: u	C: 20%	D: -5%

Compound activity as filed in PubChem BioAssay.
